# SKKanGAS inh: SKKanGAS growth inhibition | S. pyogenes SKKanGAS, kanamycin growth, BacTiter-Glo, 6 h | inhibition, % at 7.5 µM | hit rate 1.3% among 300,000;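 active means mean replicate score, as percent of positive control median, at least 50; inconclusive means mean below 50 but one replicate at or above 50; inactive means mean and every replicate below 50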;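 further: strain carries kanamycin resistance gene driven by streptokinase promoter and grows in 40 µg/ml kanamycin; loss of luminescence reflects streptokinase promoter inhibition or plain growth inhibition; 0% = median of DMSO wells and 100% = positive control at its reference dose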
# MrgX1 antag: human MrgX1 receptor antagonism, primary screen. Q96LB2. MRGX1-HEK293 calcium flux, Fluo-4, BAM8-22 antagonism; stronger effect = lower value. B-score at 10 µM. hit rate 1.3% among 310,000. AID 588676;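 active means calcium-response B-score plate-corrected more than 3 library SD below zero, starting fluorescence within 5 deviations, no agonist response on first addition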;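 further: peak minus trough fluorescence over baseline after final BAM8-22 challenge near maximal dose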
# Target sequence (Q96LB2 whole entry, looked up): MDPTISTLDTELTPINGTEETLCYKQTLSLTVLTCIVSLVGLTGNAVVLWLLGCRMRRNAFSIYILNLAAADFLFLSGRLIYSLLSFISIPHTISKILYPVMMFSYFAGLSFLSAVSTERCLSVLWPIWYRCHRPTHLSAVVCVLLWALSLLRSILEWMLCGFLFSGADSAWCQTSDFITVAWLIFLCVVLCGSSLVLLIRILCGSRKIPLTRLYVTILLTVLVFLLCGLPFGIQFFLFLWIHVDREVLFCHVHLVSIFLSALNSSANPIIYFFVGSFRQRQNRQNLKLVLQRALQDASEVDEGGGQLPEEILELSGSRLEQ
# ANO1 block: blocks the mouse calcium-activated chloride channel TMEM16A; Q8BHY3; HEK293 TMEM16A/YFP iodide influx fluorescence, ionomycin; normalized B-score (activity score, 25-100; higher = stronger inhibition) at 10 µM; hit rate 1.2% among 310,000; AID 588511;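 active means ratio plate-corrected score three or more library SD toward inhibition, starting fluorescence score within five deviations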;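 further: score derived from kinetic fluorescence span divided by baseline fluorescence per well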
# ANO1 activ: activates or potentiates the mouse TMEM16A chloride channel. Q8BHY3. HEK293 TMEM16A/YFP-H148Q/I152L, iodide quench fluorescence; stronger effect = lower value. B-score at 10 µM. hit rate 0.3% among 340,000. AID 623877;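 active means fluorescence-ratio B-score plate-corrected deviation score at least 3 library SD below zero, with starting fluorescence score within 5 deviations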;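 further: channel opened by trigger with iodide after compound preincubation; score built on the fluorescence ratio of max minus min over baseline; more negative score means more quench and so TMEM16A activation or potentiation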
# TRPC6 activator: activates the mouse TRPC6 cation channel | AID 2550 | HEK293-TRPC6 membrane potential dye fluorescence; stronger effect = higher value | B-score at 10 µM | hit rate 0.13% among 310,000 | Q61143;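 active means B-score of the integrated fluorescence ratio above library mean plus 3 SD, and starting fluorescence ratio within library mean plus 5 SD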;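 further: higher score means more depolarization so channel activation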
# RGS4 act: potentiators or activators of RGS4. HEK293 M3R/inducible RGS4, carbachol calcium flux Fluo4; stronger effect = lower value. B-score at 10 µM. hit rate 0.92% among 310,000. AID 463111;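 active means B-score of the integrated calcium signal more than 4 SD below the library mean, with starting fluorescence not abnormally high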;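 further: negative B-score means reduced calcium response which marks RGS4 activation or potentiation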
#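 Reagent: ECmax carbachol challenge; Test system: M3R-expressing HEK293 line, RGS4 induced by doxycycline; Schedule: overnight RGS4 induction, 30 min dye load 37 °C, 20 min compound RT; Detection: calcium dye Fluo4 fluorescence; Read-out: Agonist-evoked peak-minus-minimum fluorescence over baseline, integrated ratio, B score.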
# RGS4 inh: inhibitors of human RGS4; P49798; AID 463165; HEK293 M3R/RGS4 inducible, Fluo-4 calcium flux; stronger effect = higher value; triggered by carbachol at its EC20; hit rate 0.45% among 310,000; B-score at 10 µM;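 active means B-score, a plate-corrected calcium signal, over three deviations above library mean, with baseline fluorescence within five deviations of library mean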;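 further: RGS4 expression induced by doxycycline in cells with stable M3 receptor; B-score is computed from the integrated fluorescence ratio over baseline after carbachol; higher B-score means a larger calcium signal and so more RGS4 inhibition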
# Target sequence (P49798 whole entry, looked up): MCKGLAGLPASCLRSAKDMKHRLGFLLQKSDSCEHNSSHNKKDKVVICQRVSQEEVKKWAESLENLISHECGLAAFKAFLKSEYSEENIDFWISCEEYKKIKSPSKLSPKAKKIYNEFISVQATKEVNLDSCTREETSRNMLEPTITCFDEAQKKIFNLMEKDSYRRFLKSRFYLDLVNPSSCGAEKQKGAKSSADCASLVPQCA
# HDAC3 inhib: blocks human histone deacetylase 3; O15379; recombinant HDAC3, fluorogenic peptide/trypsin coupled, fluorescence; inhibition, % at 8.3 µM; hit rate 0.15% among 320,000; AID 2718; in the data active means inhibition above about 26%, passing the limit was not always enough; inconclusive means no clear call, values can overlap the other calls
# Target sequence (O15379 whole entry, looked up): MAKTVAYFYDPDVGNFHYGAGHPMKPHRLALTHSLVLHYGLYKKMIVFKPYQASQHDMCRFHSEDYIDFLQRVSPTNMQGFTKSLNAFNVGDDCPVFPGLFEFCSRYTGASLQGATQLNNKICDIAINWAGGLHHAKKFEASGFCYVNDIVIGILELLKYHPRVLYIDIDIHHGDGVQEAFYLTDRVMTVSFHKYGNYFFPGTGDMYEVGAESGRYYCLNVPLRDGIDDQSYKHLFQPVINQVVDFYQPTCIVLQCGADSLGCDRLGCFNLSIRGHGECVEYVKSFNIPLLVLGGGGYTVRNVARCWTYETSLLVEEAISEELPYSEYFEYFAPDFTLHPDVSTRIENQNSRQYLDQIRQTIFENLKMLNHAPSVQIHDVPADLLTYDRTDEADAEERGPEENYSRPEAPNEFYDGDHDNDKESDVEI
# TRPC6 inh: inhibitors of mouse TRPC6 channel; Q61143; HEK293-TRPC6, membrane potential dye, ACh-evoked depolarization; stronger effect = lower value; B-score at 10 µM; hit rate 1.1% among 310,000; AID 2553;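 active means B-score under library mean minus 3 SD, initial fluorescence not abnormally high, positive integrated signal ratio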;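 further: B-score derived from integrated fluorescence ratio over the kinetic read; more negative B-score means stronger inhibition of depolarization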
# MrgX1 agonist: activates human MrgX1 receptor signaling; Q96LB2; MrgX1-HEK293 cells, Fluo-4 calcium fluorescence, agonist mode; stronger effect = higher value; B-score at 10 µM; hit rate 0.44% among 310,000;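 active means calcium response B-score plate-corrected fluorescence ratio at least 3 library SD, with starting fluorescence B-score inside 5 SD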
#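 times = overnight plating, then 30 min 37 °C plus 30 min room-temperature dye loading | assay system = stable human MrgX1 HEK293 cell line | input = fifteen thousand cells per well | signal = kinetic calcium dye fluorescence, Fluo-4 NW | dosing = compound delivered in addition one of three | read-out = B-scored fluorescence response ratio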
# MrgX1 allo act: allosterically activates human MrgX1 receptor signaling. MrgX1-HEK293, Fluo-4 calcium flux, FDSS; stronger effect = higher value. AID 588675. hit rate 0.63% among 310,000. B-score at 10 µM. Q96LB2;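 active means plate-corrected calcium response at least 3 library SD above typical, normal starting fluorescence, not activating the receptor alone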;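 further: compound read alongside a low EC10 to EC30 dose of BAM8-22 agonist; peak minus trough fluorescence over baseline measured at the second addition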
# Numbers without * were called inactive; i = inactive; ? = inconclusive; · = not tested or not shown. An unsorted share of the library. About 6.7% of those tested had a hit in this group.
SMILES,SKKanGAS inh,MrgX1 antag,ANO1 block,ANO1 activ,TRPC6 activator,RGS4 act,RGS4 inh,HDAC3 inhib,TRPC6 inh,MrgX1 agonist,MrgX1 allo act
C/C=C\C(=O)Nc1cccc(C2=NOC3(C2)C[C@@H](C(N)=O)N(C(=O)c2ccccc2)C3)c1 (stereo partly drawn),-5,i,i,i,i,i,i,-1,i,i,i
CC(=O)Nc1nc(-c2cccs2)cs1,0,i,i,i,i,i,i,6,i,i,i
Cc1ccc(C(=O)NCC(=O)Nc2ccncc2)s1,-3,i,i,i,i,i,i,-5,i,i,i
Cc1ccccc1OCC(=O)OCC(=O)N1CCCc2ccccc21,-10,i,i,i,i,i,i,-4,i,i,i
COc1ccc(S(=O)(=O)N2CCC(C(=O)N3CCOCC3)CC2)cc1,-10,i,i,i,i,i,i,0,i,i,i
c1csc(-c2nc3ccccc3s2)c1,4,i,i,i,i,i,i,-1,i,i,i
Cc1ccc(CN(Cc2cccnc2)C(=S)Nc2cccc(Cl)c2C)cc1,10,i,i,i,i,i,i,4,i,i,i
C#CC(=O)N(c1cc(OC)ccc1OC)C(C(=O)NC1CCCC1)c1cccs1 (stereo not drawn),1,i,i,i,i,i,i,-3,i,i,i
COc1ccc(NC(=O)N2CCCC2C(=O)NCC2CCCCC2)cc1 (stereo not drawn),-16,i,i,i,i,i,i,-2,i,i,i
Cc1ccc(NC(=O)CCc2c(C)nc3ncnn3c2C)nc1,0,i,i,i,i,i,i,-9,i,i,i
COc1cccc(C=O)c1OC(=O)N1CCOCC1,-1,i,i,i,i,i,i,-3,i,i,i
CC(C)Nc1ccc(Cl)cc1[N+](=O)[O-],-3,i,i,·,i,i,i,-2,i,i,i
COC(=O)c1ccc([C@H](NC(=O)c2ccco2)[C@]2(C)C[C@H]2C2CCCCC2)cc1,15,i,i,i,i,i,i,-5,i,i,i
O=C(O)c1ccccc1OCc1ccccc1Br,11,i,i,i,i,i,i,7,i,i,i
O=C(NCc1nc(-c2ccccc2)no1)c1ccc(Br)o1,-2,i,i,i,i,i,i,-2,i,i,i
CCOc1ccc(S(=O)(=O)N2CCC(C(=O)NCc3ccccn3)CC2)cc1Cl,4,i,i,i,i,i,i,4,i,i,i
NC(=O)CSc1nnc(-c2ccc([N+](=O)[O-])cc2)o1,5,i,i,i,i,i,i,-3,i,i,i
O=C(Nc1ccncc1)Nc1ccncc1,-9,i,i,i,i,i,i,-3,-7.5*,i,i
COc1ccc(CSCC(=O)N/N=C/c2ccc(OCC(=O)N3CCCCC3)cc2)cc1,-3,i,i,i,i,i,i,7,i,i,i
COc1ccc(-n2c(CN3CCN(C)CC3)nc3ccc([N+](=O)[O-])cc3c2=O)c(OC)c1,1,i,i,i,i,i,i,5,i,i,i
O=C(NC1CCCC1)C(c1ccncc1)N(C(=O)c1csnn1)c1cccc(F)c1 (stereo not drawn),-4,i,i,i,i,i,i,-4,i,i,i
N[C@@H](Cc1ccccc1)c1nnc(SCc2ccccc2F)o1,0,i,i,i,i,i,i,-6,i,i,i
Cc1ccc(S(=O)(=O)C2(C(=O)N3CCN(c4cc(C)ccc4C)CC3)CC2)cc1,-4,i,i,i,i,i,i,-2,i,i,i
COC(=O)[C@@H](NCc1cccc(CN[C@H](C(=O)OC)c2ccccc2)c1)c1ccccc1,-3,i,i,i,i,i,i,-3,i,i,i
COc1ccc(NS(=O)(=O)c2cc(NC(=O)c3ccc(=O)[nH]c3)ccc2N2CCOCC2)cc1,4,i,i,i,i,i,i,1,i,i,i

# (next part)
SMILES,SKKanGAS inh,MrgX1 antag,ANO1 block,ANO1 activ,TRPC6 activator,RGS4 act,RGS4 inh,HDAC3 inhib,TRPC6 inh,MrgX1 agonist,MrgX1 allo act
C/C(=N\N=C1\NC(=O)C(CC(=O)Nc2ccc(Cl)cc2)S1)c1ccco1 (stereo not drawn),-2,i,i,i,i,i,i,7,i,i,i
CCOC(=O)CSc1nc2cc(S(=O)(=O)N3CCOCC3)ccc2n1CC,-12,i,i,i,i,i,i,2,i,i,i
CCCCN(C)CCNC(=O)CN1C(=O)CSc2ccc(S(=O)(=O)N3CCOCC3)cc21,-1,i,i,i,i,i,i,?,i,i,i
O=S(=O)(Nc1ccon1)c1ccc(Br)s1,1,i,i,i,i,i,i,·,i,i,i
COc1ccc(/C=C/C(=O)NC(=S)Nc2ccc(S(=O)(=O)Nc3ccc(OC)nn3)cc2)cc1,34,i,i,i,i,i,i,4,i,i,i
Cc1ccccc1N1CCN(C(=S)c2ccc(-c3ccc([N+](=O)[O-])cc3)o2)CC1,-1,i,i,i,i,i,i,0,i,i,i
Cc1c(C(=O)N2CCN(c3ccccc3)CC2)sc2ncnc(N3CCN(c4ccccn4)CC3)c12,15,i,i,i,i,-9.7*,i,4,i,i,i
CNC(=S)N/N=C/c1cn(CCOc2ccc(OC)cc2)c2ccccc12,19,i,i,i,i,i,i,10,i,i,i
Cc1ccc(C)c(S(=O)(=O)N2CCCC2CNC(=O)C(=O)NC2CC2)c1 (stereo not drawn),2,i,i,i,i,i,i,-2,i,i,i
CC(C)(C)c1ccc(C(=O)N/C(=C\c2cccc([N+](=O)[O-])c2)C(=O)Nc2cccc(C(=O)O)c2)cc1,7,i,i,i,i,i,i,-1,i,i,i
Cc1n[nH]c(=O)nc1NC1CCCCC1,-4,i,i,i,i,i,i,3,i,i,i
Cc1cc(C(C#N)c2ccccc2F)n2ncnc2n1 (stereo not drawn),0,i,i,i,i,i,i,10,i,i,i
Cc1cc(NC(=O)COC(=O)COc2ccc(Cl)cc2C)c([N+](=O)[O-])cc1C,0,i,i,i,i,i,i,-2,i,i,i
CCN(CC)c1ccc(NC(=O)COc2ccc(N(C)S(=O)(=O)c3cccs3)cc2)cc1,2,i,i,i,i,i,i,-2,i,i,7.9*
Cc1ccccc1OCc1nc(-c2ccc(NC(=O)c3cccs3)cc2)no1,-4,i,i,i,i,i,i,-7,i,i,i
Cc1ccc(-c2nnn(CC(=O)N(CC(=O)NCc3ccccc3)c3cccc(C)c3C)n2)o1,20,i,i,i,i,i,i,1,i,i,i
CCCc1nc(SCc2ccc(OCC)cc2)n[nH]1,-8,i,i,i,i,i,i,3,i,i,i
Cc1noc(C)c1S(=O)(=O)NCCc1ccc(S(N)(=O)=O)cc1,20,i,i,i,i,i,i,-2,i,i,i
O=C(O)C1CC=CCC1C(=O)N1CCc2ccccc21 (stereo not drawn),2,i,i,i,i,i,i,0,i,i,i
COC(=O)c1ccc2c(=O)n(CC3CCCO3)c(SCC(=O)Nc3ccc(OC)cc3OC)nc2c1 (stereo not drawn),5,i,i,i,i,i,i,3,i,i,i
COc1cc(/C=C2/C(=O)NN(c3cccc(Cl)c3)C2=O)cc(OC)c1O,0,i,i,i,i,i,i,8,i,79*,i
CCn1c(SCC(=O)NCC(=O)Nc2ccc(F)cc2)nnc1-c1cccs1,-8,i,i,i,i,i,i,3,i,i,i
CC(C)Oc1ccc(C2CCC(=O)NC2=O)cc1 (stereo not drawn),3,i,i,i,i,i,i,-6,i,i,i
O=C(CCN1C(=O)C2C3C=CC(C4CC34)C2C1=O)Oc1cccc2cccnc12 (stereo not drawn),2,i,i,i,i,i,i,4,i,i,i
Cc1cc(C)c(NS(=O)(=O)c2ccc(NC(=O)CCC(=O)O)cc2)c(C)c1,2,i,i,i,i,i,i,-7,i,i,i

# Further results:
SMILES,SKKanGAS inh,MrgX1 antag,ANO1 block,ANO1 activ,TRPC6 activator,RGS4 act,RGS4 inh,HDAC3 inhib,TRPC6 inh,MrgX1 agonist,MrgX1 allo act
CCN1C(=O)CC(N2CCN(c3ccc(C(=O)c4ccccc4)cc3)CC2)C1=O (stereo not drawn),2,i,i,i,i,i,i,6,i,i,i
CC(=O)Nc1cccc(N2CCCC2=O)c1,2,i,i,i,i,i,i,3,i,i,i
Cc1cc(C(=O)COC(=O)CNS(=O)(=O)c2ccc3ccccc3c2)c(C)n1-c1ccccc1,13,i,i,i,i,i,i,-3,i,i,i
O=[N+]([O-])c1cc(C(F)(F)F)ccc1NC1CCN(Cc2ccccc2)C1 (stereo not drawn),2,i,i,i,i,i,i,10,i,i,i
c1csc(C2=NNC(=NC3CCCCC3)SC2)c1,-9,i,i,i,i,i,i,8,i,i,i
NC1=NC(c2cccc(Cl)c2)N(CCc2ccc(F)cc2)C(N)=N1 (stereo not drawn),1,i,i,i,i,i,i,-3,i,i,i
Cc1cc(C)cc(OCC(O)CN2CCN(Cc3ccc4c(c3)OCO4)CC2)c1 (stereo not drawn),2,i,i,i,i,i,i,-8,i,i,i
[N-]=[N+]=CC(=O)CCCN1C(=O)c2ccccc2C1=O,-1,i,i,i,i,i,i,3,i,i,i
COc1ccc2nc(N3C(=O)CNC3=S)sc2c1,65*,i,i,i,i,i,i,12,i,i,i
O=C(N/N=C/c1ccccc1Br)c1ccc(CSc2cccc3cccnc23)cc1,24,i,i,i,i,i,i,-3,i,i,i
Cc1ccc(NC(=O)CCn2ccc([N+](=O)[O-])n2)nc1,-4,i,i,i,i,i,i,6,i,i,i
O=C(Nc1ccc([N+](=O)[O-])cc1)Nc1nc(-c2ccc(Cl)s2)cs1,79*,i,i,i,i,i,i,-9,i,i,i
COc1cccc(-n2c(SCC(=O)O)nnc2-c2cccnc2)c1,-3,i,i,i,i,i,i,-4,i,i,i
Cc1cccc(C(=O)N2CCCC(CCC(=O)N3CCN(c4ccccn4)CC3)C2)c1 (stereo not drawn),0,i,i,i,i,i,i,2,i,i,i
CN(C)CCC(=O)N1c2ccccc2Sc2ccc(Cl)cc21,5,i,i,i,i,-14*,i,-4,-8.5*,i,i
Cc1ccc(OCCCCn2ccnc2C)c(C)c1,-3,i,i,i,i,i,i,0,i,i,i
O=C(NC1CCS(=O)(=O)C1)/C(=C/c1ccc(Cl)cc1)NC(=O)c1ccccc1 (stereo not drawn),1,i,i,i,i,i,i,3,i,i,i
CC(=O)c1cccc(N/C=C\c2nnnn2-c2ccc(F)cc2)c1,-11,i,i,i,i,i,i,1,i,i,i
CC(=O)n1nc(-c2ccncc2)nc1SCC(=O)Nc1cccc(Cl)c1,2,i,i,i,i,i,i,-4,i,i,i

# Screening data (PubChem BioAssay)
